Jurkat NFkB inh: lowers PMA/ionomycin-induced NF-kB signal in Jurkat cells; PMA/ionomycin-induced NF-kB luciferase reporter, luminescence; AID 435003; 330,000 tested, 0.53% active; inhibition, % at 4 µM
SENP7 block: SENP7 protease inhibition. recombinant SENP7, Z-RLRGG-aminoluciferin luminescence, 40 min. inhibition, % at 5 µM. 330,000 tested, 1.5% active. AID 434973;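 active = inhibition above about 50% at the single test dose, limit read from the data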;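 note: plate controls were DMSO with enzyme for no effect and no enzyme buffer wells for full effect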
Apaf1 inhib: human Apaf-1 inhibition; reconstituted apoptosome caspase-3 activity, DEVD-Rh110 fluorescence; inhibition, % at 20 µM; 330,000 tested, 0.71% active; AID 489030; active = inhibition of at least 40% at 20 µM;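 note: plate controls were DMSO wells for no effect and DEVD-CHO caspase inhibitor wells for full effect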
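Material: reconstituted apoptosome with Apaf-1, cytochrome c, caspase-9, procaspase-3, dATP / Buffer or medium: pH 7.5 Hepes buffer with CHAPS, BSA, DTT / Also added: cytochrome c with DEVD-Rh110 / Schedule: compound with Apaf-1, dATP, procaspase-3 30 min, then 50 min reaction, room temperature / Technique: rhodamine 110 fluorescence at Ex 480/Em 540 nm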
HKDC1 inhibitor: HKDC1 (human) hexokinase inhibition. Q2TB90. recombinant HKDC1, G6PDH/diaphorase resazurin coupled fluorescence. inhibition, % at 20 µM. 340,000 tested, 0.16% active. AID 493160;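 active = inhibition above about 35% when tested at 20 µM, limit read from the data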;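 note: plate controls were DMSO wells with enzyme for no effect and DMSO wells lacking enzyme for full effect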
Target sequence (Q2TB90 whole entry, looked up): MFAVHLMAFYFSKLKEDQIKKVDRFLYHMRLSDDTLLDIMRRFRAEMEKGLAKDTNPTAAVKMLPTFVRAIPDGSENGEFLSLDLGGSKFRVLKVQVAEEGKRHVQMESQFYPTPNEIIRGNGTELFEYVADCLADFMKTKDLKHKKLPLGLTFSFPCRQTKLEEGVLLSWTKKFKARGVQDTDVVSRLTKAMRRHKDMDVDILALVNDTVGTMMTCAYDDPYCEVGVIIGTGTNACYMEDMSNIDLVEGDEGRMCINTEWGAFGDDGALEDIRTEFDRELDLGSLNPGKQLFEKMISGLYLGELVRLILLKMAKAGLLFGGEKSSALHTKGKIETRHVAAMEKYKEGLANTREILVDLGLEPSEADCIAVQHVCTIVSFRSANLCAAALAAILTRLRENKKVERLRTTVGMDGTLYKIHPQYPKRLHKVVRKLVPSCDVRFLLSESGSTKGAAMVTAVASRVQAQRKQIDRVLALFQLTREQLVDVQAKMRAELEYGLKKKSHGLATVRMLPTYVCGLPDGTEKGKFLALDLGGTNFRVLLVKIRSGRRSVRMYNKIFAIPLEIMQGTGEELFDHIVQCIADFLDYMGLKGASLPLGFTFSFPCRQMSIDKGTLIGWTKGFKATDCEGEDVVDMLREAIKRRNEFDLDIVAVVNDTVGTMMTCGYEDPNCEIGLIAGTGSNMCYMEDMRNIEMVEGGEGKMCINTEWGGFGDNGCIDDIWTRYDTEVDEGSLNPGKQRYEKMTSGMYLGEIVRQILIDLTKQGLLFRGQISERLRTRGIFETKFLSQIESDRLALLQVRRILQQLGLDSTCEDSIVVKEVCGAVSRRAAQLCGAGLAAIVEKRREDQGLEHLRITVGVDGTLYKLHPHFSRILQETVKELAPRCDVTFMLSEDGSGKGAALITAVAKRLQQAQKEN
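Test system: recombinant HKDC1 (HK5) hexokinase enzyme, produced in-house; Amount: enzyme 5 µg/mL final; Buffer or medium: Tris pH 8.0 buffer with MgCl2, Tween-20, BSA, BME; Reagent: glucose and ATP substrates; Doses: 20 µM test compound, 1% DMSO; Incubation: 90 min reaction incubation at room temperature, dark; Detection: resorufin fluorescence at 613 nm.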
Gli-Sufu antag: Gli-Sufu pathway antagonism; Sufu-KO-LIGHT fibroblasts, Gli luciferase reporter luminescence; inhibition, % at 5 µM; 340,000 tested, 0.74% active; AID 588413;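 active = inhibition above about 55%, limit read from the data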;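 note: 0% = DMSO-treated cells and 100% = wells with medium but no cells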
UBC13 polyUb: blocks human UBC13 polyubiquitin chain formation; P61088; AID 485273; TR-FRET; inhibition, % at 20 µM; 330,000 tested, 0.47% active; in the data active = inhibition above about 45%, passing the limit was not always enough
Target sequence (P61088 whole entry, looked up): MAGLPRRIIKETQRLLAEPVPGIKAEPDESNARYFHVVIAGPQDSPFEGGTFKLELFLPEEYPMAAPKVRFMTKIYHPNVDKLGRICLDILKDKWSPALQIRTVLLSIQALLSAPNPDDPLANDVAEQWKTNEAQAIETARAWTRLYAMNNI
697 NFkB inh: lowers PMA/ionomycin-induced NF-kB signal in 697 B cells; 697 B-cell NF-kB luciferase reporter, 16 h; inhibition, % at 4 µM; 330,000 tested, 0.33% active; in the data active = inhibition above about 35%
SENP8 inh: inhibitors of human SENP8 protease; purified SENP8, Z-RLRGG-aminoluciferin cleavage, luminescence; inhibition, % at 10 µM; 330,000 tested, 1.2% active
* hit, by the source's call. Cut-off read from the data, not from the text of the source, unless noted: active = inhibition above about 50%; inactive = the rest.

SMILES	Jurkat NFkB inh	SENP7 block	Apaf1 inhib	HKDC1 inhibitor	Gli-Sufu antag	UBC13 polyUb	697 NFkB inh	SENP8 inh
Cc1ccc(C(=O)N2CCCC2)cc1S(=O)(=O)N1CCOCC1	18.8	-9.8	1.6	-6.0	-11.6	1.3	0.5	9.8
COc1ccc(S(=O)(=O)N2CCC(C(=O)N3CCOCC3)CC2)cc1Cl	-11.8	-7.4	1.1	-9.4	-5.2	1.4	2.7	-13.7
C=CCn1c(N2C(=O)CC(Cc3ccccc3)C2=O)nc2ccccc21 (configuration not stated)	18.4	-2.3	6.1	-8.9	0.8	14.5	12.6	1.0
Cc1ccn2cc(CSc3ccccc3)nc2c1	-114.5	10.7	9.7	-3.0	28.3	4.1	-121.5	5.7
COc1ccccc1NS(=O)(=O)c1ccc2nc(CCl)[nH]c2c1	1.3	-16.3	1.1	1.9	-7.7	2.2	10.4	-14.2
O=C(N/N=C/c1ccc(-c2cccc([N+](=O)[O-])c2)o1)c1ccccc1O	-0.7	-2.0	6.0	-8.8	-0.5	-30.5	-1.1	-7.9
Cc1cccc(NC(=S)N(C)C)c1C	-7.4	1.2	-25.9	-1.1	7.3	-1.4	3.0	2.2
COc1ccc(-c2csc(N3CCC(C(N)=O)CC3)n2)cc1	19.7	4.0	22.4	-2.8	-38.6	13.9	-40.0	-8.9
CCC(C)c1ccccc1N1CC(C(=O)NCCCn2nc(C)cc2C)CC1=O (configuration not stated)	-5.3	3.5	-8.9	-3.9	5.8	-3.0	15.1	5.5
O=C(NCc1cccnc1)c1nn2cccnc2c1Cl	-9.6	3.4	-1.8	-6.6	0.6	-5.2	17.9	-0.1
Cc1ccsc1/C=N/NC(=O)CN1CCN(Cc2ccccc2)CC1	-17.3	6.7	-5.1	-5.3	-3.4	0.0	10.8	0.6
COCc1nnc(NC(=O)CCCOc2ccccc2OC)s1	4.5	-4.6	7.7	-0.4	-1.2	-5.2	4.1	-8.9
Cc1ccc(/C=C/C(=O)O)cc1S(=O)(=O)Nc1ccc2c(c1)OCO2	15.4	6.6	3.3	-15.0	1.9	-0.6	14.5	-1.8
c1ccc2c(c1)nc(N1CCOCC1)c1ccccc12	2.0	2.4	0.6	-7.4	5.8	13.6	8.2	2.2
Cc1ccc(C)c(N(CC(=O)NC2CCCC2)C(=O)CCC(=O)Nc2nccs2)c1	-6.7	2.1	0.6	2.3	3.6	7.2	-3.4	-0.9
CCOC(=O)N1CCN(C(=O)COc2ccc(Cl)cc2)CC1	-2.4	8.5	-12.7	-15.2	-3.8	1.5	-13.4	2.6
Cc1cc(C)cc(OC(C)C(=O)NCCCn2ccnc2)c1 (configuration not stated)	18.6	4.9	1.5	-2.1	-1.5	4.3	19.2	10.9
O=C(CSCc1ccccc1)Nc1cccc(C(=O)Nc2ccc(C(=O)O)cc2)c1	7.7	-1.4	-2.1	2.5	18.7	-5.5	-21.1	2.3
CCOC(=O)Cn1c2c(c(-c3ccccc3OC)cc1=O)CCCC2	-6.1	5.7	2.4	10.3	-0.8	8.3	-1.2	0.9
COc1ccc(NC(=O)C2C3C=CC4(O3)C2C(=O)N(CCCN2CCCC(C)C2)C4C(=O)NC2CCCCC2)cc1 (configuration not stated)	0.5	-1.8	-5.5	-2.4	12.0	-9.3	4.4	5.1
CN(Cc1ccccc1)C(=O)c1cnc2n(c1=O)CCS2	-5.9	1.9	-1.6	-11.2	4.1	-4.1	8.9	2.1
CC(=O)c1cccc(NC(=O)CCNC(=O)c2ccccc2Cl)c1	16.2	-2.6	-0.1	-2.5	26.9	-2.4	-1.8	-3.9
Cn1c(SCC(=O)N2CCCC2=O)nnc1-c1ccccc1F	-5.1	0.5	-2.6	-0.7	3.6	3.8	-5.4	2.3
N=c1n(N)c2ccccc2n1CC(=O)c1ccc(Br)cc1	-96.7	5.5	11.5	-7.2	-20.9	-3.9	-157.7	2.3
COc1ccc2cc(S(=O)(=O)c3ccccc3)c(=O)oc2c1	4.5	-4.4	-8.6	-4.5	14.9	-3.1	-2.9	-6.5

Reprinted from the part before: 5 entries, followed by the next part.
SMILES	Jurkat NFkB inh	SENP7 block	Apaf1 inhib	HKDC1 inhibitor	Gli-Sufu antag	UBC13 polyUb	697 NFkB inh	SENP8 inh
CN(Cc1ccccc1)C(=O)c1cnc2n(c1=O)CCS2	-5.9	1.9	-1.6	-11.2	4.1	-4.1	8.9	2.1
CC(=O)c1cccc(NC(=O)CCNC(=O)c2ccccc2Cl)c1	16.2	-2.6	-0.1	-2.5	26.9	-2.4	-1.8	-3.9
Cn1c(SCC(=O)N2CCCC2=O)nnc1-c1ccccc1F	-5.1	0.5	-2.6	-0.7	3.6	3.8	-5.4	2.3
N=c1n(N)c2ccccc2n1CC(=O)c1ccc(Br)cc1	-96.7	5.5	11.5	-7.2	-20.9	-3.9	-157.7	2.3
COc1ccc2cc(S(=O)(=O)c3ccccc3)c(=O)oc2c1	4.5	-4.4	-8.6	-4.5	14.9	-3.1	-2.9	-6.5
CCn1ncc(C(=O)Nc2ccc(F)cc2)c1C	-23.4	2.8	-6.3	-5.0	-16.8	2.5	-29.4	-1.3
COc1ccc(OC)c(NC(=O)c2ccc(S(=O)(=O)N3CCN(C)CC3)cc2)c1	-6.1	2.3	-6.8	5.2	-4.7	1.4	16.6	-5.1
CC(C)(C)c1ccc(S(=O)(=O)N2CCN(CC(=O)N3CC(=O)Nc4ccccc43)CC2)cc1	-13.9	-8.6	6.4	1.7	-5.2	-14.7	14.8	-12.8
O=C(NC1(C(F)(F)F)C(=O)Nc2c1c(=O)[nH]c(=O)n2Cc1ccccc1)c1ccc(Cl)cc1 (configuration not stated)	-8.8	-4.4	-3.0	0.3	-21.4	-9.8	3.5	-13.1
N/C(=N\OC(=O)c1cccc(Cl)c1)c1cccnc1	-37.8	15.5	-0.8	-6.9	-8.1	7.9	-56.3	7.2
COCCCn1c(SCC(N)=O)nnc1-c1ccccc1	-18.0	-5.4	-3.3	-4.4	-3.6	-22.0	-18.6	1.6
Cc1cc(C)nc(NC=C2C(=O)OC(C)(C)OC2=O)n1	9.8	-0.2	-28.7	2.2	6.3	3.7	10.5	1.4
COc1ccc(Cc2nnc(NC(=O)C(C)C)s2)cc1	-13.0	-1.2	-0.7	-5.0	6.4	0.2	4.8	-0.7
COc1ccc(F)c(CN(C)CC2CCCN(CCc3ccc(F)cc3)C2)c1 (configuration not stated)	-7.2	-2.8	-4.3	-4.3	35.0	11.5	-7.3	0.0
O=C(COC(=O)c1n[nH]c2ccccc12)NC1CCCCC1	-2.3	-4.9	-0.2	-1.7	3.5	-15.4	7.3	-11.4
COc1ccc(CNC(=O)C(c2ccco2)N(C(=O)CNS(=O)(=O)c2ccccc2)c2ccccc2C)cc1 (configuration not stated)	-2.8	0.8	22.6	-5.7	6.0	16.6	2.7	0.0
Cc1cccc(OCCN2C(=O)c3ccccc3C2=O)c1	2.3	4.3	-2.4	-10.1	-46.7	11.9	-69.1	4.8
O=C(NCCCO)/C(=C/c1ccc(-c2cccc([N+](=O)[O-])c2)o1)NC(=O)c1ccccc1	-12.6	-2.3	-14.4	-1.5	22.7	1.5	8.4	2.7
CN(C)CCCNC(=S)N1CCn2c(nc3ccccc32)C1	-9.2	-2.7	-0.9	-10.7	-2.6	-11.3	-5.1	-8.4
CNc1oc(C)nc1S(=O)(=O)c1ccccc1	-3.5	14.3	6.3	-6.1	-1.9	4.8	-1.6	-6.9
COc1ccccc1C(=O)COC(=O)Cn1nc(C)c([N+](=O)[O-])c1C	7.0	-3.4	-1.7	-4.4	-6.9	3.1	13.6	1.8
CC(C)/C=C(/C(=O)c1ccc(Cl)cc1Cl)n1cncn1	5.0	-4.3	-1.6	1.5	3.4	2.9	10.5	-1.5
CC(C)C[C@H](NC(=O)c1[nH]cnc1C(=O)Nc1ccc(CNC(=O)OC(C)(C)C)cc1)C(=O)OC(C)(C)C	-1.5	0.4	14.4	2.4	-2.7	-23.4	1.7	-9.6
CCOc1ccc(NC(=S)N(CCN2CCOCC2)Cc2ccc3c(c2)CCCN3CC)cc1	-4.3	12.9	11.4	1.7	-7.3	4.8	29.2	-1.9
COc1ccccc1C(=O)COC(=O)COc1ccc(C#N)cc1	-12.9	-0.5	12.8	-13.5	6.0	-2.4	-11.9	-15.9
CC1Sc2ccc(S(=O)(=O)N3CCC(C(=O)NCC(C)c4ccccc4)CC3)cc2NC1=O (configuration not stated)	11.3	-2.4	21.7	1.6	15.1	-6.7	-24.8	4.0
Cc1c(-c2ccccc2)nc(-c2ccccc2)[nH]c1=O	3.3	0.5	6.1	0.1	6.5	3.5	7.0	-4.4
COc1ccc(CCNC(=O)CC2Nc3cc(C)c(C)cc3NC2=O)cc1OC (configuration not stated)	-7.7	24.9	14.3	4.5	4.8	-3.3	17.9	5.5
C/C(=N/NC(=O)CN1CCN(S(=O)(=O)c2ccc(Br)cc2)CC1)c1ccco1	14.4	-1.4	2.1	-4.7	12.5	23.6	13.5	-3.1
CS(=O)(=O)c1ccc(Cl)c(NC(=O)CCCSc2ccccc2)c1	9.5	-1.0	7.6	-1.8	-9.3	-2.7	7.8	-2.0
Other structures follow:
SMILES	Jurkat NFkB inh	SENP7 block	Apaf1 inhib	HKDC1 inhibitor	Gli-Sufu antag	UBC13 polyUb	697 NFkB inh	SENP8 inh
Cc1ccc(S(=O)(=O)N[C@H](C(=O)OCC(=O)NC(=O)C2CCCCC2)C(C)C)cc1	-8.9	-1.0	9.5	-2.7	3.6	-6.0	-18.9	1.6
O=C(CN1CCN(Cc2ccc(Cl)cc2)CC1)N/N=C/c1c[nH]c2ccccc12	22.1	2.6	3.9	-2.0	-2.6	12.4	6.0	2.5
CN(CC(=O)Nc1ccccc1Cl)C(=O)COC(=O)/C=C/c1cccc(C(F)(F)F)c1	-3.6	-1.6	2.0	-0.9	1.2	-8.3	27.5	6.1
NC(=O)c1ccsc1NC(=O)COC(=O)c1ccccc1F	-15.0	18.4	-6.3	-5.6	-11.5	10.9	13.9	0.9
O=C(O)CCCN1C(=O)/C(=C/C=C/c2ccco2)SC1=S	1.3	-10.9	37.4	20.2	7.0	44.2	-4.1	-7.0
Cc1nnc(SCC(=O)Nc2cccc(N)c2)n1-c1ccccc1	18.8	-2.6	-18.2	4.4	-28.9	0.6	7.1	5.1
COc1ccc(-c2csc(N(CC(C)C)C(=O)c3ccco3)n2)cc1	-14.3	5.9	17.9	0.1	-10.2	-3.1	-42.4	-4.0
CCOC(=O)c1nn(-c2ccc(F)cc2)c(C)c1C(C)=O	-14.0	-9.4	2.6	-10.0	-18.2	-7.7	-2.2	-7.2
COc1ccc(CC(=O)NC2=NCCS2)cc1	-11.6	-0.2	-0.4	-1.4	-1.5	-5.2	-0.2	-12.5
COc1ccc(Cl)cc1N(CC(=O)NCC(C)C)S(=O)(=O)c1ccc(C)c([N+](=O)[O-])c1	5.0	-0.6	-1.2	-10.8	3.5	3.0	-8.8	-1.5
COc1ccc(C(CC(=O)N2CCOCC2)c2c(OC)cc(OC)c3ccc(=O)oc23)cc1 (configuration not stated)	-2.9	12.7	8.7	-8.4	30.1	8.0	11.1	-7.9
COc1ccc(N2CCN(C(=O)Cc3ccc(Br)cc3)CC2)cc1	-4.4	1.6	5.6	-2.6	7.3	-9.0	7.1	-5.7
COc1ccccc1N1C(=O)[C@@H]2[C@H](C1=O)[C@H](C(=O)c1ccc(OC(C)=O)cc1)N1N=CC=C[C@@H]21	-8.9	-7.9	12.3	0.6	-1.3	-22.5	-8.3	-1.3
CSc1nc2ccccc2n1CC(=O)Nc1ccccc1	4.4	-0.3	-4.0	-5.5	-3.8	2.2	10.7	4.2

Bioassay records (PubChem BioAssay)
